# KLK7 zymogen act: proKLK7 (human) activation, primary screen; purified proKLK7, EDANS-DABCYL substrate fluorescence; 100% is mature enzyme control, 0% vehicle; actives 0.9% (n = 370,000); AID 652039; activation, % at 7 µM; P49862;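 active = activation above the mean of all tested compounds plus 3 SD, computed per campaign excluding outliers beyond control limits, cut at about 13% in these data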
# Target sequence (P49862 whole entry, looked up): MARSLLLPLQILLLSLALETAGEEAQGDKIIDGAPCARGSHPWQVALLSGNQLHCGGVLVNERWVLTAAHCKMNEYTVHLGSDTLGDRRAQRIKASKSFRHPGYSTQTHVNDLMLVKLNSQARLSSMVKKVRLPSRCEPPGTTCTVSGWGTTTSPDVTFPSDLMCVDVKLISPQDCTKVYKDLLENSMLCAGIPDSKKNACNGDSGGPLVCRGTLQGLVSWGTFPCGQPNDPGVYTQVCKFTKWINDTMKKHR
# ssDAF12 agonist: activates DAF-12 receptor from parasite S. stercoralis. HEK293 ssDAF-12/GRIP1 lit1-tk-luc reporter, luminescence; % of 3 µM dafachronic acid response. activation, % at 6.8 µM. actives 1% (n = 370,000);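 active = activation above the mean over all tested compounds plus 3 SD, cut at about 0.9% in these data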;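 also: 0% = DMSO-only wells and 100% = 3 µM delta7-dafachronic acid wells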
# DAX1 inh-1: inhibitors of DAX1 repression of SF-1 activated StAR promoter. inhibition, % at 6.8 µM. HEK293T StAR-luciferase reporter, SF-1/DAX-1 repression relief. actives 1.1% (n = 370,000). AID 652010;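 active = inhibition above the mean over all tested compounds plus 3 SD, cut at about 3.6% in these data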;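 also: 0% = DAX-1 cells with DMSO and 100% = cells lacking DAX-1 with DMSO; higher inhibition means more luminescence from relief of DAX-1 repression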
# hcDAF12 agonist: H. contortus DAF-12 activation, primary screen; HEK293 hcDAF-12 lit1-tk-luc reporter, luminescence; 0% DMSO, 100% Δ7-dafachronic acid; AID 652067; actives 1.4% (n = 370,000); activation, % at 6.8 µM;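 active = activation above the mean of all tested compounds plus 3 SD, cut at about 5.5% in these data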;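 also: 100% = response to 3 µM Δ7-dafachronic acid high control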
# GC-A act: GC-A (human) enzyme activation; P16066; HEK293 GC-A cells, cGMP TR-FRET, EC30 ANP; 0% at EC30 ANP, 100% saturating ANP; activation, % at 10 µM; actives 0.14% (n = 370,000); AID 1671463; in the data active = activation above about 40%
# GAA850 FXN act: frataxin GAA850 promoter activation; HEK293 lucGAA850 FXN promoter luciferase reporter, 24 h; percent of 10 µM SAHA response; activation, % at 6 µM; actives 0.56% (n = 360,000); AID 540364;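 active = activation above the average of all compounds screened plus 3 SD, cutoff fixed separately per campaign, cut at about 7.5% in these data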;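 also: 0% = DMSO wells and 100% = 10 µM SAHA wells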
# SMARCA2 activ: activators of SMARCA2 function; MG213 cells, MMTV-luciferase reporter, dexamethasone, overnight; activation, % at 9.1 µM; actives 1% (n = 370,000); in the data active = activation above about 7.8%;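 also: 0% = vehicle wells and 100% = reference activator wells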
# hgDAF12 agonist: activates the H. glycines DAF-12 receptor ligand-binding domain; activation, % at 6.8 µM; HEK293 GAL4-hgDAF12 UAS-luciferase reporter, agonist luminescence; normalized to butyrate control; actives 1.8% (n = 370,000);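 active = activation above a cutoff set at the mean of all screened compounds plus 3 SD, cut at about 10% in these data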;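 also: 0% = DMSO wells and 100% = sodium butyrate wells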
# sPLA2-III inh: Inhibits HGIII-sPLA2 liposome hydrolysis, primary screen; Q9NZ20; QFRET BODIPY PC-A2 liposome hydrolysis, fluorescence; inhibition, % at 12.2 µM; actives 0.56% (n = 370,000);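 active = inhibition above mean plus 3 SD of compounds lying within the high and low control bounds, cut at about 19% in these data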;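 also: 0% = median of test compound wells and 100% = no enzyme DMSO wells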
# Target sequence (Q9NZ20 whole entry, looked up): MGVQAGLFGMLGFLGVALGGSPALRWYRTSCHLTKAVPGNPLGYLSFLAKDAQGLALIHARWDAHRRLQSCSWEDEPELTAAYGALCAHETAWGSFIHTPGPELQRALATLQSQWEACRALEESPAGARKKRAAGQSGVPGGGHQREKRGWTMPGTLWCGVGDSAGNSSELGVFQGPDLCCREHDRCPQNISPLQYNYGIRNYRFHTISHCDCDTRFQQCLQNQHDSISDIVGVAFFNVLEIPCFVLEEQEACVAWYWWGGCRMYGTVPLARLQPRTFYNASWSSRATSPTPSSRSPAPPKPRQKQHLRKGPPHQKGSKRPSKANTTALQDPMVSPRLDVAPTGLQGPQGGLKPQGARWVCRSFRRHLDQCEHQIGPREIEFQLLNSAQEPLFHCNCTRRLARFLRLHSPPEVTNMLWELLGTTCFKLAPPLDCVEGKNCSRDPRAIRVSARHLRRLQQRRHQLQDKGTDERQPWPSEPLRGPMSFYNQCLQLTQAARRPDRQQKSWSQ
# GC-B act: GC-B (human) receptor activation; P20594; HEK293-GC-B cells, CNP EC30, cGMP TR-FRET; 0% at EC30 CNP, 100% saturating CNP; activation, % at 10 µM; actives 0.11% (n = 370,000);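 active = activation at 10 µM reaching about 35% in either raw or pattern-adjusted values, limit read from the data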
# DAX1 inh-2: inhibits human nuclear receptor DAX1; HEK293 Gal4-DAX1 luciferase reporter, luminescence; inhibition, % at 6.75 µM; actives 0.99% (n = 340,000); AID 504766;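 active = inhibition above the mean over all tested compounds plus 3 SD, cut at about 4.2% in these data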;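 also: 0% = DAX1-transfected cells with DMSO and 100% = empty-vector control cells with DMSO; inhibition shows as a rise in luminescence from relieved DAX1 repression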
# Target sequence (P51843 207-470 limits assumed): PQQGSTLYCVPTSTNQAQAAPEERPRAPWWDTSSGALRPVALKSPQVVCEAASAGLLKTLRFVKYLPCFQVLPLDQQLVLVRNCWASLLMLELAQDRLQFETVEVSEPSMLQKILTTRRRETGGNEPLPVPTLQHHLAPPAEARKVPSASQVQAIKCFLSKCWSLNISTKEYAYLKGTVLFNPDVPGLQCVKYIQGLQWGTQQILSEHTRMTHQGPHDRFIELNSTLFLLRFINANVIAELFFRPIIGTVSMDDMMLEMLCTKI
# Active calls of the source: *; nt = no result given.
SMILES,KLK7 zymogen act,ssDAF12 agonist,DAX1 inh-1,hcDAF12 agonist,GC-A act,GAA850 FXN act,SMARCA2 activ,hgDAF12 agonist,sPLA2-III inh,GC-B act,DAX1 inh-2
CC1Cc2ccccc2N1C(=O)CN1C(=O)NC2(CCCCC2)C1=O (stereo not given),-0.9,-0.8,1.8,-1.4,-0.9,1.8,0.4,-0.8,2.1,-0.6,-0.9
Cn1c(NCc2ccco2)nc2c1c(=O)n(Cc1ccc(Cl)cc1)c(=O)n2C,0.0,-1.1,-0.3,-2.3,0.1,1.2,1.2,1.0,4.4,9.7,0.0
CCOc1cc(C(=O)NC(=S)Nc2ccc(Cl)c(C(=O)O)c2)cc(OCC)c1OCC,-0.2,-0.5,1.5,-1.1,1.4,-1.4,-1.2,0.1,3.5,1.6,1.4
COc1ccc2nc(NCCNC(=S)NCCCN3CCOCC3)c(C#N)cc2c1,3.9,0.1,0.1,0.7,1.9,0.5,3.0,1.4,8.2,2.7,-0.4
CN(C(=O)COC(=O)/C=C/c1cccs1)c1c(N)n(Cc2ccccc2)c(=O)[nH]c1=O,-0.1,-0.5,3.0,-0.8,-1.7,0.7,1.9,-4.2,-1.0,1.6,1.2
O=C(COc1ccc2ccccc2c1)N1CCN(C(=O)c2ccco2)CC1,-1.3,-0.1,-0.2,1.0,-0.9,-0.6,-0.6,2.1,-3.1,-6.9,-2.2
CNc1ccccc1C(C)(C)c1cc(-c2cc(C)cc(C)c2)no1,-0.2,-0.8,-0.8,-0.2,-1.9,0.2,-2.4,-4.4,-4.8,-1.1,-1.1
CCOC(=O)Cc1csc(SCC(=O)NC2CCC(C)CC2)n1 (stereo not given),0.1,0.3,0.1,1.3,2.9,2.7,0.0,1.6,1.6,0.1,1.6
Cc1cc(N2CCN(CCO)CC2)n2nc(C)nc2n1,0.2,0.4,-0.5,-0.8,3.4,nt,5.3,5.3,7.2,-9.5,nt
Oc1ccccc1N1CCN(c2ccc3ccccc3n2)CC1,-0.2,0.6,1.6,5.1,0.5,3.3,3.8,15.6*,5.6,-6.0,1.9
NS(=O)(=O)c1c(Sc2ccccc2C(=O)O)ccc2ccccc12,0.1,-0.9,0.3,-0.3,10.6,2.9,-1.9,1.3,7.5,-6.6,1.1
O=C(Cc1ccc(Br)cc1)Nc1ncc([N+](=O)[O-])s1,0.1,-0.7,-0.4,0.9,9.6,2.5,-5.7,2.4,-0.1,5.7,2.4
COC(=O)C1CC(C(=O)OC)C2C(C(=O)OC)CC(C(=O)OC)C12 (stereo not given),0.0,-1.1,0.1,-0.7,-4.8,0.8,-1.2,-2.4,9.4,-3.2,0.6
Cc1cc(C(=O)N2CCC(C(F)(F)F)n3nccc32)on1 (stereo not given),-0.3,-1.2,-0.5,-0.4,0.7,-0.3,-1.9,0.8,0.2,-0.6,0.2
CCOC(=O)c1ccc(NC(=O)CN2C(=O)CNC2=O)cc1,-0.4,-1.0,-0.8,1.3,3.8,-1.3,0.8,0.8,-2.1,7.7,-0.8
O=C(C1Cc2ccccc2CN1S(=O)(=O)c1cccs1)N1CCCCCC1 (stereo not given),0.5,-1.3,-0.4,-1.5,-8.5,4.7,-4.5,-2.5,-2.4,-4.1,0.4
COc1ccc(C(=O)CSc2nnc(-c3ccccn3)n2-c2ccccc2)cc1,-0.1,-2.1,-0.8,-2.4,-4.9,nt,-2.2,0.1,-23.1,-1.2,nt
Cc1onc(-c2c(F)cccc2Cl)c1C(=O)OCC(=O)NC(N)=O,-0.6,-2.4,-1.9,-1.1,2.9,0.7,-5.4,-3.3,3.2,2.1,0.2
C=CCc1c(C)nc(SC)nc1Nc1ccc(C(=O)O)cc1,0.4,-1.7,0.6,-0.2,0.5,0.3,-1.0,-1.0,6.5,0.7,2.2
Cc1cc(C)cc(NC(=O)C2CCN(S(=O)(=O)c3ccc4[nH]c(=O)ccc4c3)CC2)c1,-0.2,-1.3,-1.2,-1.4,-6.6,-1.0,-1.9,0.5,-19.7,-6.1,1.2
CC1CCC/C(=C\Nc2ccc3c(c2)OCO3)C1=O (stereo not given),0.4,-1.3,0.9,-0.6,-6.3,0.9,-0.5,-1.1,-4.7,0.4,2.2
CCc1sc(-c2ccccc2)nc1C(=O)OC,0.1,-1.8,0.2,-1.1,-1.9,1.6,-3.7,1.7,-4.4,0.0,2.5
CSc1ccc(Cl)c(C(=O)OCC(=O)NC2CC2)c1,-1.3,-1.3,-0.7,-1.8,2.3,0.5,5.7,-0.2,1.0,5.6,0.3
CCC1(CC)Cc2ccccc2-c2nc(NCCCO)[nH]c(=O)c21,-1.2,-1.8,0.7,-0.2,2.4,2.0,-4.3,-0.2,-16.5,-0.2,-0.8
Cc1cc(C)c(C)c(S(=O)(=O)NCCCN2CCOCC2)c1C,0.5,-1.5,-0.5,-1.2,0.5,4.8,0.6,1.6,-0.1,2.2,nt
NS(=O)(=O)c1cccc2cccnc12,0.7,-1.4,-0.6,-1.2,1.6,0.7,0.7,-0.3,1.0,6.1,0.1
Cc1ccc(-c2nnn(CC(=O)N(Cc3ccc(F)cc3)C(C(=O)NC3CCCC3)c3ccncc3)n2)o1 (stereo not given),0.3,-1.8,-1.7,-2.4,-3.0,-1.1,3.4,-3.9,-62.6,-4.7,-0.4
Cc1nc(-c2cccc(S(=O)(=O)N3CC(C)CC(C)C3)c2)cs1 (stereo not given),0.6,-1.0,-0.4,-0.7,2.9,-1.8,1.2,-0.8,4.2,2.0,-0.8
COC(=O)CCC(=O)Nc1c(C)n(C)n(-c2ccccc2)c1=O,0.1,-1.0,-0.1,-0.4,2.0,1.7,-4.1,1.8,2.7,-0.2,1.9
C[C@@H]1OCN(C)[C@H]2C[C@H]3c4[nH]c5cccc(-c6ccccc6)c5c4CCN3C[C@@H]12,-1.9,-1.0,0.1,-1.6,1.9,nt,-1.7,3.2,-5.6,1.8,nt

# Ordered by the number under KLK7 zymogen act (smallest number first): some entries from above.
SMILES	KLK7 zymogen act
CC1CCC/C(=C\Nc2ccc3c(c2)OCO3)C1=O (stereo not given)	0.4
Cc1cc(C)c(C)c(S(=O)(=O)NCCCN2CCOCC2)c1C	0.5
Cc1nc(-c2cccc(S(=O)(=O)N3CC(C)CC(C)C3)c2)cs1 (stereo not given)	0.6

# Following part.
SMILES,KLK7 zymogen act,ssDAF12 agonist,DAX1 inh-1,hcDAF12 agonist,GC-A act,GAA850 FXN act,SMARCA2 activ,hgDAF12 agonist,sPLA2-III inh,GC-B act,DAX1 inh-2
COc1cccc(COC(=O)c2nn(-c3ccccc3)nc2N)c1,0.5,-1.7,-0.4,1.9,-0.8,0.5,-2.5,1.0,-0.2,1.5,-0.3
Nn1c(SCc2ccc([N+](=O)[O-])cc2)nnc1-c1cc(-c2ccccc2)n[nH]1,-0.8,-1.4,-0.7,-4.8,-3.4,nt,-2.1,-2.3,10.8,-6.6,nt
COc1ccc(C(O)(C2CCCCC2)C(CN2CCCC2)c2ccccc2)cc1 (stereo not given),-0.9,-1.2,-0.1,1.4,-56.4,-3.6,-4.0,-1.8,8.3,-16.9,1.1
Cc1ccc(NC2=NCC(=O)N2c2ccc3c(c2)OCCO3)c(C)c1,0.4,-1.2,0.5,0.9,1.8,-0.5,0.5,0.0,-3.9,4.8,-1.4
Cc1ccc(C(=O)Nc2ccccc2C(=O)N2CCN(c3ccccc3)CC2)cc1,0.3,-0.3,-1.5,-1.5,-3.4,-0.2,-2.3,2.5,4.8,-2.4,0.4
Cc1ccc(C2=NN(C(=O)CSc3nc4ncc(Cl)cc4[nH]3)C(c3ccco3)C2)cc1 (stereo not given),0.2,-0.9,1.0,0.0,-0.7,0.7,-1.6,0.6,-5.3,1.8,2.9
Cc1ccccc1OC(=O)c1cccc(S(=O)(=O)N2CCN(C)CC2)c1,0.1,-1.6,0.7,-0.7,-4.2,-0.1,-4.2,-1.1,-5.9,-9.3,0.1
CCCCn1cnc2c([nH]c3ccccc32)c1=O,0.2,-0.8,0.8,1.1,1.7,-0.7,1.6,6.1,-5.0,3.0,0.1
O=c1[nH]c(=O)n(Cc2ccccc2)c2nc(-c3ccco3)cc(C(F)(F)F)c12,-6.0,-1.1,0.3,0.5,16.7,4.5,-0.2,0.2,-3.6,13.2,-0.5
Cc1cc(=O)n(C)c(=O)n1CCCCOc1cccc([N+](=O)[O-])c1,-0.4,-1.3,-0.6,-1.0,0.2,5.0,-2.9,-0.2,0.1,-3.1,-1.7
COc1cc(OC)cc(C(=O)NC(=S)Nc2cc3oc4ccccc4c3cc2OC)c1,0.3,-1.1,0.9,0.5,-1.1,3.6,0.3,1.4,3.0,1.3,-1.1
O=S(=O)(NCCc1ccncc1)c1ccc(Br)cc1,-0.1,-0.8,0.2,-1.0,-4.1,-2.4,-1.5,-1.4,8.2,2.4,0.9
Cn1c(-c2ccc3c(c2)OCO3)c(C(=O)O)c(=O)c2ccccc21,3.7,-1.5,-0.3,-1.0,0.2,1.1,-1.4,1.0,8.0,1.8,1.2
COc1cccc(NC(=O)CCc2c(C)nc3nc(CNC(=O)c4cccc(F)c4)nn3c2C)c1,-0.2,-1.4,-0.1,-2.4,-4.8,0.2,-2.4,0.8,-3.5,-3.3,0.0
CCC(C)[C@H](NC(=O)[C@H](Cc1ccccc1)n1c(=O)[nH]c2ccccc2c1=O)C(=O)N1CCC(C(=O)O)CC1 (stereo not given in full),-1.3,-0.8,0.0,-0.9,5.3,3.3,0.2,0.2,-2.9,1.3,0.7
CCOC(=O)c1c(C)oc(/N=C/c2ccccc2O)c1C#N,-0.2,-0.9,0.4,-1.6,-2.6,1.4,0.5,-1.5,2.8,-12.0,0.1
COc1ccc(NC(=O)c2cc(C3CCCCN3C(=O)c3ccc(C#N)cc3)on2)c(C)c1 (stereo not given),-0.2,-1.6,-0.8,-1.2,-0.3,-1.1,-1.2,-1.5,-6.2,10.5,nt
COC(=O)C(NS(=O)(=O)c1ccccc1Br)C(C)C (stereo not given),0.1,-1.4,0.7,0.9,0.7,0.6,1.8,0.1,8.7,3.8,1.8
CCOC(=O)[C@@H]1[C@H]2COc3ccccc3[C@@H]2N2C(=O)N(c3ccc(F)cc3)C(=O)[C@@]12C,-0.3,-1.4,-0.3,-1.0,1.6,1.1,0.2,-0.4,-9.9,1.5,0.2
COc1ccccc1C(=O)N/C(=C/c1ccco1)C(=O)Nc1ccc(C(=O)O)cc1,0.1,1.1*,-0.3,3.9,0.6,0.3,-4.4,4.5,-2.6,1.0,-0.3
COc1cccc2c1C(=O)CC2NC(=O)C(F)(F)F (stereo not given),-0.6,-0.9,0.1,-1.1,-0.6,3.4,-1.4,-0.3,3.2,4.5,-2.5
Nc1ccc2nc(-c3ccccc3)[nH]c2c1,77.4*,1.7*,2.1,3.8,-9.8,5.3,0.1,8.9,9.3,-0.3,0.7
O=[N+]([O-])c1cc(-c2ccccc2)cc([N+](=O)[O-])c1O,-0.8,-1.6,-1.0,-0.9,3.8,1.3,-4.2,0.5,-7.1,3.5,2.0

# High-throughput results as filed in PubChem BioAssay.
